BaF3 parental: parental Ba/F3 viability inhibition as JAK2V617F counter-screen. inhibition, % at 5.6 µM. 1.1% of 220,000 active. CellTiter-Glo ATP luminescence. AID 1486;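 active means inhibition above a per-campaign cutoff, the mean inhibition of all tested compounds plus 3 SD, cut at about 27% in these data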;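 further: 0% = DMSO wells and 100% = JAK Inhibitor I control wells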
NPY-Y2 PAM-ag: human NPY-Y2 potentiation or agonism, primary screen; P49146; cells expressing NPY-Y2, potentiator/agonist read-out; activation, % at 3.6 µM; 0.45% of 220,000 active; AID 1359; in the data active means activation above about 27%;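 further: cells stimulated with NPY near EC25 plus isoproterenol at EC100; 0% = vehicle plus submaximal agonist and 100% = vehicle plus saturating agonist; some results beyond the cut were filed as inactive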
Target sequence (P49146 whole entry, looked up): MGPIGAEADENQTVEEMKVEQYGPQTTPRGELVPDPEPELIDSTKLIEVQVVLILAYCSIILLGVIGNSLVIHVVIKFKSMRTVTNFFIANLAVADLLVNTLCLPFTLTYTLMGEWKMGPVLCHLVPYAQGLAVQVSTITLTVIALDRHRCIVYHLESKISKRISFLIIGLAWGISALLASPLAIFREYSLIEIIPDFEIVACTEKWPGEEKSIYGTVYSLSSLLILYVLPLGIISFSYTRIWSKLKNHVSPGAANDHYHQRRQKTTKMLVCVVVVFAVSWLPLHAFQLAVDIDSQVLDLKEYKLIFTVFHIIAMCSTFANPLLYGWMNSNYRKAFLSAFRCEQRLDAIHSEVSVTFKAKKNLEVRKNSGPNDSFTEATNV
Ba/F3 V617F tox: lowers viability of Ba/F3 cells expressing EpoR and JAK2V617F | 1.1% of 220,000 active | ATP luminescence | AID 1446 | inhibition, % at 5.6 µM;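 active means inhibition above the campaign mean plus 3 SD over all tested compounds, cut at about 24% in these data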;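 further: cytokine-independent growth of Ba/F3 cells driven by EpoR plus mutant JAK2; 0% = DMSO-treated cells and 100% = JAK inhibitor I control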
NPY-Y1 antag: NPY-Y1 (human) receptor antagonism; P25929; HEK293-CNG Y1 cells, membrane potential fluorescence; NPY at EC95, then isoproterenol; inhibition, % at 3.6 µM; 1% of 200,000 active; AID 1040;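 active means inhibition above the campaign mean inhibition of all tested compounds plus 3 SD, cut at about 20% in these data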;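 further: 0% = DMSO wells given NPY plus isoproterenol and 100% = isoproterenol alone without NPY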
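Material: HEK293 cells co-expressing NPY Y1 receptor and cyclic-nucleotide gated channel. Timing: compound incubation 1 h at room temperature, readout 45 min post-stimulation. Signal: fluorescence, membrane potential probe.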
S1P4 antagonist: blocks the human S1P4 receptor; inhibition, % at 4.98 µM; O95977; S1P4-expressing cells, antagonist mode, reporter read-out; 0.26% of 220,000 active; in the data active means inhibition above about 29%;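 further: 0% = wells stimulated with agonist and 100% = vehicle wells without agonist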
S1P4 ag: human S1P4 receptor agonism | O95977 | S1P4-expressing cell line, agonist reporter assay | activation, % at 4.98 µM | 0.35% of 220,000 active | AID 1509; in the data active means activation above about 11%;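 further: 0% = DMSO vehicle and 100% = reference agonist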
NPY1 pot ag: potentiates or activates human NPY-Y1 receptor | NPY-Y1 expressing cells, potentiator/agonist activation | activation, % at 3.6 µM | 0.37% of 220,000 active | AID 1304; in the data active means activation above about 33%, passing the limit was not always enough;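 further: cells stimulated with NPY at EC10 then isoproterenol at EC100; 0% = low agonist plus stimulus and 100% = saturating agonist plus stimulus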
Runt-CBFb FRET: inhibitors of human RUNX1 Runt domain binding to CBFb. Cerulean-Runt/Venus-CBFb FRET ratio 530/480, 1 h. inhibition, % at 20 µM. 0.46% of 220,000 active. AID 1496;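 active means inhibition over about 50% at 20 µM in the single-dose screen, limit read from the data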;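 further: 0% = DMSO wells and 100% = excess unlabeled CBFb competitor control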
Target sequence (Q01196 whole entry, looked up, the tested form may be a part): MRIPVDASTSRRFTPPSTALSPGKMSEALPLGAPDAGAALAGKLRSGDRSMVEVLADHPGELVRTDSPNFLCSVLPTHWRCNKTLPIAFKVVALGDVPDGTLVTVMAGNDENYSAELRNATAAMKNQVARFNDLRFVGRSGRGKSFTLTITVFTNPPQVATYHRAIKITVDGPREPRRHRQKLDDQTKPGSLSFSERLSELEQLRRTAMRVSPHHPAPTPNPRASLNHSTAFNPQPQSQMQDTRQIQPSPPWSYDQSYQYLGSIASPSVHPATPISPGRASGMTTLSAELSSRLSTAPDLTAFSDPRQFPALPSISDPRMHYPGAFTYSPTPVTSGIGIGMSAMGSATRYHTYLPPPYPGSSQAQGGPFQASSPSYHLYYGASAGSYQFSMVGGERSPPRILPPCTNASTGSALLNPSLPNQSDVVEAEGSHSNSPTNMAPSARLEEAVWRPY
Target sequence (Q13951 whole entry, looked up, the tested form may be a part): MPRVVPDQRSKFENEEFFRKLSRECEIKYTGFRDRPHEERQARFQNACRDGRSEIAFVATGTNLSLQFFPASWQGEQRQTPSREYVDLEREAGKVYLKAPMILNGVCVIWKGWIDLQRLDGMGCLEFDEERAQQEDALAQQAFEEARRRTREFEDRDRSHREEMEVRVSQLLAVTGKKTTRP
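Buffer or medium: Tris pH 7.5 buffer with BSA. Assay system: Cerulean-labeled Runt domain protein. Amount: each fluorescent fusion protein 100 nM. Read-out basis: loss of energy transfer signal. Incubation: 1 h compound exposure, room temperature. Probe or stimulus: Venus-CBFb binding partner, 100 nM. Detection: FRET, excitation 422 nm, emission at 530 and 480 nm.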
RBBP9 inh: inhibitors of human serine hydrolase RBBP9. O75884. recombinant RBBP9, FP-Rh probe fluorescence polarization. inhibition, % at 7.94 µM. 0.2% of 220,000 active;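 active means inhibition above the campaign mean of all tested compounds plus 3 SD, cut at about 14% in these data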;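 further: plate controls were DMSO wells with RBBP9 for no effect and wells lacking RBBP9 protein for full effect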
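Test system: recombinant human RBBP9. Quantity: 2.5 µM RBBP9 dispensing solution, before mixing. Detection: FP readout at 525/598 nm. Reagent: Serine-hydrolase probe FP-Rh, 375 nM pre-mixing. Measure: % inhibition. Control set: DMSO-treated enzyme wells and wells lacking RBBP9. Buffer or medium: Tris-NaCl-Pluronic buffer, pH 8.0. Times: preincubation 30 min plus labeling 45 min at 25 °C.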
* = called active by the depositor; . = not tested or not shown. No enrichment for hits; about 3.6% have a hit in one of these screens.

SMILES	BaF3 parental	NPY-Y2 PAM-ag	Ba/F3 V617F tox	NPY-Y1 antag	S1P4 antagonist	S1P4 ag	NPY1 pot ag	Runt-CBFb FRET	RBBP9 inh
CC1(C)Cc2c(c(N3CCOCC3)nc3sc4c(NCc5ccccc5)nnnc4c23)CS1	4	-9	-3	-1	-24	-5.0	-2	-1	-9
CCNc1nc(Oc2ccc(C(=O)OCC)cc2)nc(SC)n1	4	4	4	5	3	-0.3	-5	1	-3
COc1ccc(CCNC(=O)C2CC(=O)N(CCc3ccccc3)C2)cc1OC (centres undefined)	5	-12	-2	-4	-7	-0.1	-3	-1	1
CCc1cc(C(=O)NNC(=S)NC(C)c2ccccc2)cs1 (centres undefined)	4	6	-2	-2	2	-3.7	0	1	-1
CCOCCOC(=O)COC(=O)c1ccccc1NC(=O)c1ccccc1	10	-10	-4	13	-6	-2.8	-52	-6	-2
Cc1sc(NC(=O)CSc2ncn(-c3ccccc3)n2)nc1-c1ccccc1	3	-7	0	4	-14	0.0	-30	-1	-10
O=c1c2ccccc2nc(SCc2nnc(-c3ccccc3)o2)n1-c1ccc(F)cc1F	1	-18	-3	15	-3	1.0	-41	0	-3
Cc1cc(C)nc(N2CCN(C(=O)CCC(=O)Nc3nnc(CC(C)C)s3)CC2)n1	1	-56	4	.	0	0.2	-27	0	1
COc1ccccc1NC(=O)Cn1ncc2c1-c1ccccc1OC2	2	-12	3	-1	-2	0.3	-3	-2	-5
O=C(c1cc(COc2ccc(F)cc2F)on1)N1CCSCC1	2	-18	-4	-2	-20	0.5	9	1	-6
O=C(Cn1nc(-c2ccccc2)ccc1=O)NCCN1CCN(Cc2ccccc2)CC1	3	-19	0	2	-22	-0.7	-9	2	-10
COc1ccc(N2CCN(C(=O)Nc3ccccc3Cl)CC2)cc1	2	-17	-4	8	-10	1.2	13	5	-7
Cc1cc(C)n(C(=O)c2ccncc2)n1	5	-10	-2	0	0	0.3	13	-2	-4
Cc1cc(/C=C2\SC(=S)NC2=O)c(C)n1-c1ccccc1	-3	17	-1	.	-2	2.2	24	26	2
CCOC(=O)c1cnc2c(-c3ccc(Cl)cc3)cnn2c1C	5	-2	-5	-2	-7	1.0	9	.	0
O=C(/C=C/c1cc([N+](=O)[O-])ccc1OC(F)F)NCc1ccc(F)cc1	2	7	-2	0	-12	0.2	13	-1	-11
Cc1c(C)c(C)c(C(=O)C2CCN(c3ccc([N+](=O)[O-])cn3)CC2)c(C)c1C	0	17	-7	.	1	-1.1	18	2	-8
O=c1c2sccc2nc(SCc2cc(=O)n3ccccc3n2)n1-c1ccc(Br)cc1	1	3	-1	4	-13	1.6	-7	-4	-3
O=C(NCC(c1ccco1)N1CCCCC1)c1ccc2c(c1)S(=O)(=O)c1ccccc1C2=O (centres undefined)	3	-5	-4	-1	-7	1.7	16	1	-2
CC(C)C(=O)Nc1cccnc1	-2	-1	1	.	-8	1.5	-4	1	-2
Cc1oc(/C=N/NS(=O)(=O)c2ccccc2)cc1Br	1	-9	1	4	1	0.2	-3	0	-12
Cn1c(CSCc2ccc(Cl)cc2)n[nH]c1=S	3	-2	2	3	-10	0.9	-14	0	-6
COc1ccc(C(=O)NC(C(=O)NCc2ccccc2OC)C(C)C)cc1 (centres undefined)	-3	10	-5	-2	-13	1.7	-1	-1	-3
Cc1cccc(-c2nc(C#N)c(NC3CCCCC3)o2)c1	5	-6	3	8	1	2.1	-9	1	-3

Structural class, those above with bromine
SMILES	BaF3 parental	NPY-Y2 PAM-ag	Ba/F3 V617F tox	NPY-Y1 antag	S1P4 antagonist	S1P4 ag	NPY1 pot ag	Runt-CBFb FRET	RBBP9 inh
O=c1c2sccc2nc(SCc2cc(=O)n3ccccc3n2)n1-c1ccc(Br)cc1	1	3	-1	4	-13	1.6	-7	-4	-3
Cc1oc(/C=N/NS(=O)(=O)c2ccccc2)cc1Br	1	-9	1	4	1	0.2	-3	0	-12

(more compounds)
SMILES	BaF3 parental	NPY-Y2 PAM-ag	Ba/F3 V617F tox	NPY-Y1 antag	S1P4 antagonist	S1P4 ag	NPY1 pot ag	Runt-CBFb FRET	RBBP9 inh
COc1cc(C(C(=O)NC(C)(C)C)N(Cc2ccc3c(c2)OCO3)C(=O)c2cnccn2)cc(OC)c1OC (centres undefined)	3	0	-1	-3	4	-2.6	-18	0	-8
C=CCN1C(=O)C2C3C=CC(C2C1=O)C1C2C(=O)N(CC=C)C(=O)C2C31 (centres undefined)	6	3	-2	5	-4	-0.1	13	2	-3
O=C(O)/C=C/C(=O)N1Cc2cc3ccccc3nc2C1	1	12	4	.	-11	0.0	-13	-1	3
COc1ccc(C2CC(c3ccc(Cl)cc3)=NN2C(=O)c2cccc([N+](=O)[O-])c2)cc1 (centres undefined)	5	-9	0	2	-7	-1.7	-11	3	-8
Cc1cc(=O)n2c(C)n[nH]c2n1	0	1	-1	-5	-15	0.9	3	-1	-7
COC(=O)Cc1c(C)c2ccc(OC(C)C)cc2oc1=O	5	-17	-3	.	-6	1.0	14	1	0
CCCCC(=O)N/N=C(\C)c1cccc(NC(=O)C2CC2)c1	4	-6	0	-1	-15	1.6	8	0	-1
CC1=C(C(=O)Nc2ccccc2)C(c2ccc(O)cc2)N2C(=O)CSC2=N1 (centres undefined)	3	2	-4	-2	-8	-0.5	12	0	-1
C/C(=N\NC(=O)C(c1ccncc1)N1CCOCC1)c1ccc(Br)cc1 (centres undefined)	4	12	-2	-4	-4	0.1	5	-3	-1
COc1ccc(CCn2c(N)cc(=O)[nH]c2=S)cc1OC	-1	-14	2	-4	-4	1.3	5	1	-2
O=C(O)c1ccc(COc2ccc3ccccc3c2/C=C2/NC(=O)N(Cc3ccc(F)cc3)C2=O)cc1	5	-10	0	-8	-6	1.6	29	-7	-10
Cc1ccccc1NC(=O)/C(C#N)=C/c1ccsc1	3	6	-2	-3	-27	2.7	-22	1	-10
COc1cccc(OC)c1-c1nnc(-c2cn(C)c3ccccc23)o1	4	-5	-3	-4	5	-0.1	6	-2	-5
COCCNC(=O)C(=O)NCCN1CCOCC1	1	-1	-3	2	-5	0.0	10	0	0
COc1cc(/C=C/c2nc(-c3ccccc3O)n[nH]2)cc(OC)c1OC	2	12	-1	-5	-5	-0.2	16	-2	-14
Cc1ccc(OCC(O)CN2C(=O)NC(C)(C)C2=O)c(C)c1 (centres undefined)	6	-19	2	-2	4	-2.7	7	0	-2
FC(F)(F)c1nnc2ccc(N3CCCC3)nn12	0	-5	-4	1	-6	0.0	9	1	6
CCCc1n[nH]c2c1/C(=N/O)CC(c1ccccc1)C2 (centres undefined)	8	-3	-2	-7	-10	-0.3	-7	1	1
CCN(CC)CCn1c(=S)[nH]c2ccc(Cl)cc2c1=O	3	7	-1	4	6	0.5	-1	5	-5
O=C(COc1ncnc2ccccc12)c1ccc2c(c1)OCCO2	3	-9	1	3	-12	1.0	-5	-1	-6
COc1ccccc1N1CCN(C(=O)c2ccc3[nH]c4c(c3c2)CC(C)CC4)CC1 (centres undefined)	6	-6	2	-4	-23	-1.1	3	-4	-8
COC(=O)c1ccc(COC(=O)c2ccccn2)cc1	2	-1	0	-1	8	1.4	-10	2	-5
Nc1nc(Cl)nc(N(c2ccccc2)c2ccccc2)n1	3	-7	1	5	-7	-0.4	-9	2	-2
c1csc(-c2nnc(N3CCCCCC3)c3ccccc23)c1	7	8	-2	4	-16	-0.2	-10	0	-8
C/C(N)=C(/C#N)C(=O)COc1ccc(Cl)cc1Cl	-1	3	3	1	-14	1.2	-10	-1	-5
O=C(COc1ccc(Br)cc1)N(CCO)CCO	1	4	-3	4	-9	0.6	3	2	-12
COC(=O)Nc1ccc(S(=O)(=O)n2cnc3ccccc32)cc1	4	0	-3	2	-9	-0.3	4	4	7
O=C(CN1/C(=C(/O)c2ccccc2)C(=O)c2ccccc2S1(=O)=O)c1ccccc1	8	-11	3	5	-5	-0.5	-17	3	0
CC(C)(C)CC(=O)Nc1nnc(SCC(=O)NCc2cccs2)s1	5	7	-4	3	-1	0.7	28	1	-5
CCCNC(=O)CCc1cc(C(C)(C)C)c(O)c(C(C)(C)C)c1	9	4	1	1	-7	-0.3	-4	0	-2
O=C(Nc1ccc(F)cc1F)c1c(C(F)(F)F)ccnc1Oc1cccc(C(F)(F)F)c1	-3	-1	1	.	11	-1.0	-5	0	-5
CCOC(=O)CSc1nnc(CNC(=O)c2cccs2)n1-c1cc(OC)ccc1OC	6	-12	-2	-1	3	1.3	-28	-1	-7
O=C(Nc1nc(-c2cccs2)c(-c2cccs2)s1)C1CCCC1	18	-1	9	6	-6	0.9	-7	5	-9
CC1(C)N=C(C(=O)c2ccccc2)N(O)C1(C)O (centres undefined)	-1	11	-3	5	-6	0.1	-5	-2	0
c1ccc2sc(C3CCN(Cc4nnnn4Cc4ccc5c(c4)OCO5)CC3)nc2c1	-3	-9	-4	7	-9	0.6	-37	-6	-6
c1ccc(N(c2ccccc2)c2nc(-n3ccnc3)nc(-n3ccnc3)n2)cc1	3	18	2	3	-23	2.9	36	-5	-2
C=CCSC(CC)(CC)C(N)=O	2	-5	-3	.	-8	-0.6	17	-1	-6
C=CCn1c(SCC(=O)Nc2ccc3c(c2)OCO3)nnc1-c1ccccc1O	2	-2	1	2	-17	1.8	-28	2	-13
COC(=O)Cc1[nH]nc2c1C(C1C=CCCC1)C(C#N)=C(N)O2 (centres undefined)	3	0	-2	1	-7	-0.5	-3	0	1
Cc1cc(C)cc(NC(=O)CSc2nc3[nH]ncc3c(=O)[nH]2)c1	-2	0	-7	1	-61	2.3	-8	-1	-9
CC(=O)c1c(C)[nH]c(C(=O)OCc2ccccc2)c1C	8	13	-1	-5	-21	0.6	21	-1	-4
COc1ccc(N(C(=O)c2ccccc2C)S(=O)(=O)c2cccs2)cc1	74*	-12	68*	14	9	-0.1	-10	-2	-11
Cc1ccc(NC(=O)CN(C)S(=O)(=O)c2cnc[nH]2)cc1C	2	14	-3	1	14	0.6	20	0	4
Clc1ccccc1Cc1noc(CN2CCSCC2)n1	-2	-2	-6	9	-13	-1.7	-1	.	13
O=C(Nc1c(C(=O)O)[nH]c2ccccc12)NC1CCCCC1	8	-5	-2	-2	-15	-0.9	-3	-3	1
CCC(=O)N(CCC1(c2ccccc2OC)CCOC(C(C)C)C1)Cc1ccco1 (centres undefined)	-1	-14	-5	.	0	-0.1	0	-6	4
S=C(NCc1ccccc1)NN1CCOCC1	2	7	-2	1	-5	-2.0	-7	0	-5
Cc1ccc(C)c(NC(=O)CCN2CC(C)OC(C)C2)c1 (centres undefined)	1	4	-6	2	-8	-4.8	0	0	-4
CSc1nnc2c(n1)OC(c1ccsc1)N(C(C)=O)c1ccccc1-2 (centres undefined)	9	-3	-2	-3	8	-0.9	-1	0	-5
CC1(C)CC(=O)C(N=Nc2ccc(-c3ccccc3)cc2)=C(O)C1	4	-2	3	0	-25	0.9	3	-17	-9

Assay outcomes as filed in PubChem BioAssay.
